# Source: PubChem (Broad Institute)
# INS-1E GSIS act: GLuc luminescence reporter in INS-1E cells, primary screen for activators of glucose-dependent secretion of insulin; 370,000 compounds, 0.61% hits; INS-1E GLuc reporter insulin secretion, 2-3 h; activation, % at 16.6 µM;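 active = lowest replicate activation of at least 40%, so every replicate reaches that level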;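 note: 0% = median of neutral control wells and 100% = median of IBMX positive control wells; some compounds called inactive have numbers as strong as hits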
# FN deposition inh: inhibitors of fibronectin matrix deposition, primary screen, AH1F cells, Alexa488-fibronectin fluorescence, plate reader | 350,000 compounds, 0.086% hits | AH1F fibroblasts, overnight | inhibition, % at 12.6 µM;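 active = mean inhibition across replicates of 30% or more, regardless of how many single replicates reach that level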;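 note: positive control wells lacked labelled fibronectin entirely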
#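 Material: AH1F fibroblast monolayer depositing Alexa488-labelled fibronectin into matrix | Input: 10000 AH1F cells/well | Medium: DMEM plus 2% serum, read in PBS | Reagent: Alexa488-fibronectin, 24 nM final in well | Compound dosing: One dose per compound, pinned | Schedule: 1 h adhesion, overnight exposure | Measured by: Fluorescence at 485 nm excitation, 525 nm emission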
# PGC1a acetyl inh: inhibitors of PGC1a acetylation signal, primary screen, cell-based, U2OS, AlphaScreen, inhibitor mode | AlphaScreen anti-acetyl-lysine; with virally co-expressed GCN5 acetyltransferase | inhibition, % at 15.6 µM | 350,000 compounds, 0.17% hits;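 active = every replicate shows inhibition of at least 40%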;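 note: 0% = neutral control wells and 100% = positive control wells; some results beyond the cut were filed as inactive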
# PglD inh: C. jejuni PglD acetyltransferase inhibitors, primary screen, biochemical, DTNB colorimetric, single point; AID 602405, 2012; inhibition, % at 12.5 µM; UDP-N-acetylbacillosamine N-acetyltransferase PglD (Campylobacter jejuni); 360,000 compounds, 0.098% hits; purified PglD enzyme, DTNB colorimetric CoA detection; in the data active = inhibition above about 16%, passing the limit was not always enough; note: strong numbers were not always called active
# C2C12 statin: suppressors of statin myotoxicity in C2C12 myotubes, primary screen, cell-based, single point, plate reader | 330,000 compounds, 0.78% hits | rescue of ATP level, % at 7.49 µM | AID 602340, 2012 | C2C12 myotubes + simvastatin, ATP luminescence, 48 h; scaled: DMSO 0, geranylgeraniol control 100;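 active = mean ATP rescue above about 67%, or every replicate alone reaching that limit, limit read from the data, passing the limit was not always enough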;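 note: myotubes were challenged with 10 µM simvastatin during compound exposure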
# Cneo AK release: Cryptococcus neoformans cell lysis inducers, primary screen, AK release luminescence, single concentration; 360,000 compounds, 0.2% hits; C. neoformans lysis, adenylate kinase release luminescence, 4 h; normalised: neutral wells 0, clomiphene wells 100; lysis activity, % at 15 µM;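 active = mean lysis activity across replicates of at least 80%, whatever share of replicates individually reach that level; inactive = mean lysis activity below 80%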
#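 Assay system: log-phase C. neoformans yeast / Quantity: yeast cell density of 5 × 10^6 cells/mL / Medium: fresh YPD growth medium / Compound: single dose / Timing: static 4 h at 37 °C with compound, 1 h detection / Measured by: adenylate kinase release luminescence / Read-out: lysis from increased AK signal / Benchmarks: Clomiphene as positive lysis control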
# miR-122 sensor: miR-122 Renilla sensor signal increase in Huh7, primary screen, miR-122 inhibitor project, cell-based, single point, plate reader | Huh7 miR-122 Renilla luciferase sensor, 48 h; neutral wells = 0, positive control = 100 | activation (reporter increase), % at 12.5 µM | 340,000 compounds, 0.3% hits | AID 602342, 2012;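 active = mean replicate activation score at least 90 and every replicate individually at or above 90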;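 note: higher luciferase means less miR-122 activity so hits act as miR-122 inhibitors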
# CFTR F508del cor: F508del CFTR correction, initial screen, CFBE line, single point. CFBE cells, YFP halide quenching; stimulated with forskolin plus potentiator P3; % fluorescence drop versus neutral controls. activity (quench increase), % at 7.58 µM. 350,000 compounds, 0.36% hits;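 active = mean added fluorescence quench of at least 8% versus neutral control, with both replicates also reaching 8%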;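 note: cells transiently co-express mutant CFTR-F508del with the halide-sensitive YFP; corrector assay measuring rescue of mutant channel to the surface after 24 h compound exposure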
# * marks the source's active call; other numbers are inactive results; . = no result given; [ ] = another dose, or the depositor's remark.
1. C=CCn1cnc2c(c1=O)c1nc3ccccc3nc1n2/N=C/c1ccccn1
2. CN(Cc1ccccc1)C(=O)c1csc([C@@H]2O[C@H](CO)[C@@H](O)[C@H]2O)n1
3. CCOC(=O)C1CCN(C(=O)COC(=O)c2ccc3c(c2)C(=O)N(c2ccc(OCC)cc2)C3=O)CC1
4. CC1CCCCC1NC(=O)c1ccc(S(=O)(=O)NCc2ccco2)cc1 (stereo not drawn)
5. Cc1cc(C)c2c3c(sc2n1)C(c1cccc(F)c1)C(C#N)=C(N)O3 (stereo not drawn)
6. COc1cc(NC(=O)n2ncc3cc(Cl)ccc32)cc(OC)c1

assay / entry,1,2,3,4,5,6
INS-1E GSIS act,-5,.,7,.,1,-21
FN deposition inh,.,11,2,-4,13,0
PGC1a acetyl inh,-24,6,-3,-2,-6,.
PglD inh,-2,-1,-8,-2,2,-1
C2C12 statin,15,40,-3,-3,19,6
Cneo AK release,-3,3,-1,0,7,0
miR-122 sensor,-3,-4,.,6,7,.
CFTR F508del cor,.,-3.2,0.9,.,.,5.2

# Single records, as listed above. Screens in order: INS-1E GSIS act, FN deposition inh, PGC1a acetyl inh, PglD inh, C2C12 statin, Cneo AK release, miR-122 sensor, CFTR F508del cor
# COc1cc(NC(=O)n2ncc3cc(Cl)ccc32)cc(OC)c1 is listed with -21, 0, ., -1, 6, 0, ., 5.2
# CN(Cc1ccccc1)C(=O)c1csc([C@@H]2O[C@H](CO)[C@@H](O)[C@H]2O)n1 is listed with ., 11, 6, -1, 40, 3, -4, -3.2
# C=CCn1cnc2c(c1=O)c1nc3ccccc3nc1n2/N=C/c1ccccn1 is listed with -5, ., -24, -2, 15, -3, -3, .

# Additional compounds:
7. O=C(O)C1=C[C@H](c2ccccc2)C[C@H](OCCCCO)O1
8. O=C(Cn1ccc([N+](=O)[O-])n1)NCc1ccco1
9. Cn1c(=O)c2c(nc(OCc3cccnc3)n2Cc2ccccc2)n(C)c1=O
10. NC(=O)c1cc(S(=O)(=O)N2CCCCC2)cs1
11. CCOC(=O)c1csc(NC(=O)CC2CCCC2)n1
12. Cc1nn2cc(-c3ncc(C(F)(F)F)cc3Cl)cnc2c1Br

assay / entry,7,8,9,10,11,12
INS-1E GSIS act,-6,-5,15,-13,4,6
FN deposition inh,-6,.,.,4,4,-6
PGC1a acetyl inh,.,.,.,5,-1,4
PglD inh,0,5,-1,-3,.,0
C2C12 statin,-2,1,5,3,.,.
Cneo AK release,1,0,0,-3,.,-9
miR-122 sensor,.,3,.,-5,.,-5
CFTR F508del cor,0.3,-1.6,.,-3.6,1.9,-1.4

13. CC(OC(=O)c1cc2c(s1)CCCCC2)C(=O)NC(N)=O (stereo not drawn)
14. CCOc1ccc(NC(=O)C2CCCCN2S(=O)(=O)c2ccccc2)cc1 (stereo not drawn)
15. Cc1ccc(SCCC(=O)OC(C)C(=O)Nc2ccccc2)cc1 (stereo not drawn)
16. O=C(N1CCCCC1)N1CCN(S(=O)(=O)c2ccccc2)CC1
17. CCOc1ccc(-n2ccnc(SCC(=O)Nc3cccc(OC)c3)c2=O)cc1
18. Cc1noc(C)c1NC(=O)Nc1ccc2c(c1)C(=O)N([C@H](C)CO)C[C@@H](C)[C@@H](CN(C)S(C)(=O)=O)O2

assay / entry,13,14,15,16,17,18
INS-1E GSIS act,-6,-3,2,8,-30,16
FN deposition inh,-1,.,0,1,-7,.
PGC1a acetyl inh,0,.,.,.,-8,6
PglD inh,.,0,4,-4,-2,-2
C2C12 statin,.,2,0,10,2,-22
Cneo AK release,2,-4,1,0,0,1
miR-122 sensor,-1,0,.,-1,-12,-3[16.7 µM]
CFTR F508del cor,.,.,-2.0,1.5,-0.8,-1.4

19. C[C@H](CO)N1C[C@H](C)[C@@H](CN(C)C(=O)Nc2ccccc2F)Oc2cc(-c3cccc(C#N)c3)ccc2S1(=O)=O
20. C[C@H](CO)N1C[C@H](C)[C@@H](CN(C)C(=O)NC2CCCCC2)Oc2ccc(NC(=O)Nc3ccc(F)cc3)cc2CC1=O
21. COc1cc(S(=O)(=O)Nc2ncccc2C)c(OC)cc1Cl
22. Cc1ccc(S(=O)(=O)Oc2cccc(/C=N/Nc3ccc(C(=O)O)cc3)c2)cc1
23. Cc1cc(N2CCOCC2)nc(SCC(=O)c2ccc(Cl)cc2)n1
24. CSc1nc(N)nc2c1ncn2CC(=O)N[C@H](CO)Cc1c[nH]c2ccccc12

assay / entry,19,20,21,22,23,24
INS-1E GSIS act,10,-5,.,10,.,29
FN deposition inh,.,.,.,8,.,3
PGC1a acetyl inh,-7,-8,5,-4,-3,6
PglD inh,2,0,2,2,2,-1
C2C12 statin,-31,-7,121*,2,.,-9
Cneo AK release,-4,-4,-1,0,0,0
miR-122 sensor,20[16.7 µM],-5[16.7 µM],62,1,7,-7
CFTR F508del cor,1.5,-1.0,.,0.8,.,2.0

25. Cc1cc(C)cc(N(CCC#N)C(=O)COC(=O)C2=COCCO2)c1
26. O=C(c1ccco1)N1CCN(c2nc3ccccc3n3nnnc23)CC1
27. CC(NS(=O)(=O)c1ccccc1)C1COc2ccccc2O1 (stereo not drawn)
28. Cc1cc(C)n2c(nc3ccccc32)c1C(=O)NCc1ccccc1
29. C[C@H](CO)N1C[C@H](C)[C@@H](CN(C)C(=O)[C@@H](Cc2ccccc2)N(C)C)OCc2ccccc2-c2ccccc2C1=O
30. O=C(COC(=O)/C=C/c1cccc([N+](=O)[O-])c1)Nc1ccc(Cl)cn1

assay / entry,25,26,27,28,29,30
INS-1E GSIS act,-2,1,.,-4,3,.
FN deposition inh,7,.,.,-7,-11,-1
PGC1a acetyl inh,.,-2,-4,10,-1,.
PglD inh,3,5,6,-2,-2,0
C2C12 statin,0,-2,-5,-5,-16,2
Cneo AK release,5,1,-3,1,-3,-2
miR-122 sensor,1,-5,2,.,.,.
CFTR F508del cor,-1.1,.,.,-2.8,-2.1,-2.1

31. C[C@H](NC(=O)c1ncn(C)c1C(=O)N[C@@H](C)c1ccccc1)c1ccccc1
32. Cc1cc(OCC(=O)NCc2cccnc2)ccc1[N+](=O)[O-]
33. COCCN(Cc1cc2ccccc2[nH]c1=O)C(=O)c1ccccc1OC
34. CC(=O)Nc1cc(-c2cccc(C(=O)NCCN(C)C)c2)cn2c(-c3ccccc3)cnc12
35. COc1cc(/C=C(\C#N)C(=O)NCc2ccccc2)ccc1OCc1ccc(C(=O)O)cc1
36. Cc1cc2ccccc2n1CCNC(=O)c1ccc(S(=O)(=O)N2CCOCC2)cc1

assay / entry,31,32,33,34,35,36
INS-1E GSIS act,.,-16,-15,-6,-75,1
FN deposition inh,2,0,.,8,10,.
PGC1a acetyl inh,-3,4,.,-11,39,2
PglD inh,3,0,6,3,-3,-5
C2C12 statin,2,-11,.,-9,.,-6
Cneo AK release,-20,-2,2,2,3,2
miR-122 sensor,2,-4,1,.,9,-5
CFTR F508del cor,-1.0,-1.7,.,-4.6,-0.9,2.4

# Some of the entries so far, with bars between the fields.
No. | smiles | INS-1E GSIS act | FN deposition inh | PGC1a acetyl inh | PglD inh | C2C12 statin | Cneo AK release | miR-122 sensor | CFTR F508del cor
36 | Cc1cc2ccccc2n1CCNC(=O)c1ccc(S(=O)(=O)N2CCOCC2)cc1 | 1 | . | 2 | -5 | -6 | 2 | -5 | 2.4
32 | Cc1cc(OCC(=O)NCc2cccnc2)ccc1[N+](=O)[O-] | -16 | 0 | 4 | 0 | -11 | -2 | -4 | -1.7
35 | COc1cc(/C=C(\C#N)C(=O)NCc2ccccc2)ccc1OCc1ccc(C(=O)O)cc1 | -75 | 10 | 39 | -3 | . | 3 | 9 | -0.9
31 | C[C@H](NC(=O)c1ncn(C)c1C(=O)N[C@@H](C)c1ccccc1)c1ccccc1 | . | 2 | -3 | 3 | 2 | -20 | 2 | -1.0

# (continued)
37. COC(=O)C[C@H]1CC[C@H]2[C@@H](COc3ccc(NC(=O)Nc4c(C)noc4C)cc3C(=O)N2C)O1
38. CCCc1cc(=O)oc2cc(C)c3c(C)coc3c12
39. O=C(CCN1CCC2CCC(C2)C1)c1ccccc1 (stereo not drawn)
40. COc1ccccc1C(=O)Nc1nc(-c2ccc(S(=O)(=O)N3CCOCC3)cc2)cs1
41. Cc1ccc2nc(-c3ccc(F)cc3)nc(SCC(=O)NCC3CCCO3)c2c1 (stereo not drawn)
42. O=C(O)c1ccc(NC(=S)N2CCCCC2)cc1

assay / entry,37,38,39,40,41,42
INS-1E GSIS act,-8,8,-1,.,-4,8
FN deposition inh,0,.,-11,.,2,1
PGC1a acetyl inh,9,-6,-1,19,4,3
PglD inh,0,-3,1,-3,4,5
C2C12 statin,6,-11,8,-15,-5,0
Cneo AK release,-1,-4,-3,-12,3,-2
miR-122 sensor,-38[16.7 µM],-1,-13,-14,-7,4
CFTR F508del cor,-1.1,-0.3,7.0,.,0.3,-0.2

43. N#CCCn1c(O)c(N=NC(=O)CNC(=O)c2cccs2)c2ccccc21
44. CS(=O)(=O)N1CCCCC1c1cc(C(=O)Nc2cccc(C#N)c2)no1 (stereo not drawn)
45. O=c1[nH]c(Cn2nnc(-c3ccccc3)n2)nc2scc(-c3ccccc3)c12
46. Cc1nc2ncnn2c(C)c1Cc1ccc(Cl)cc1
47. O=[N+]([O-])c1ccccc1/C=C/C=N/n1c(-c2ccco2)n[nH]c1=S
48. COc1ccc(Cc2ccc(OC)c(N)c2)cc1N

assay / entry,43,44,45,46,47,48
INS-1E GSIS act,1,41*,.,.,-5,0
FN deposition inh,5,4,.,-1,-7,.
PGC1a acetyl inh,-5,-14,6,-7,11,-4
PglD inh,-5,.,4,1,.,9
C2C12 statin,0,1,-12,12,.,7
Cneo AK release,1,2,-1,-2,.,1
miR-122 sensor,1,-7,-2,-7,.,0
CFTR F508del cor,0.6,2.6,.,.,-0.9,-0.5

49. Cc1ccc2c(c1)C1CC(C)(O2)N(c2cccc(C(=O)N3CCN(c4ccccn4)CC3)c2)C(=O)N1 (stereo not drawn)
50. Cc1ccccc1Nc1ncc(C#N)c(N)n1
51. CCCCN(CCCC)Cc1cc(=O)oc2ccc3ccccc3c12
52. CCCn1cc(SCC(=O)Nc2nnc(C)s2)c2ccccc21
53. CCC(=O)Nc1ccc2c(c1)C(=O)N(C)[C@@H]1CC[C@H](CC(=O)NCCOC)O[C@H]1CO2
54. CCSc1nnc(NC(=O)C2Cc3ccccc3CN2C(=O)c2ccco2)s1 (stereo not drawn)
55. CO[C@@H]1CN(C)C(=O)c2ccc(NS(C)(=O)=O)cc2OC[C@@H](C)N(Cc2ccccn2)C[C@@H]1C
56. CCCCCN(C(=O)CCC(=O)OCC(=O)NCCc1ccccc1)c1c(N)n(CCCC)c(=O)[nH]c1=O

assay / entry,49,50,51,52,53,54,55,56
INS-1E GSIS act,27,8,-3,.,-1,.,6,-6
FN deposition inh,2,13,9,9,-17,.,-6,-5
PGC1a acetyl inh,4,0,-11,.,4,-6,1,-4
PglD inh,1,-3,3,0,-2,4,-3,-3
C2C12 statin,-2,7,11,3,8,-17,9,7
Cneo AK release,0,1,-1,0,0,-1,-5,0
miR-122 sensor,-3,-2,2,.,-8[16.7 µM],1,19[16.7 µM],-4
CFTR F508del cor,2.5,0.5,-4.7,-1.6,2.2,.,-2.4,-3.9
